NCI-60 one-dose screen, 48 h, at 10 µM unless noted. Numbers give growth in % (100 = growth as untreated, 0 = no growth, -100 = all killed).
SK-MEL-28 = SK-MEL-28 melanoma. actives 4.1% (n = 81,000)
SK-MEL-2 = SK-MEL-2 melanoma | actives 4.7% (n = 77,000)
UACC-62 = UACC-62 melanoma | actives 5.4% (n = 81,000) | AID 1794756
T-47D = T-47D breast cancer; actives 5% (n = 79,000); AID 1794792
HS 578T = HS 578T breast cancer; AID 1794788; actives 4.1% (n = 78,000)
BT-549 = BT-549 breast cancer; actives 4.4% (n = 78,000)
UACC-257 = UACC-257 melanoma; actives 4.4% (n = 78,000)
MALME-3M = MALME-3M melanoma; AID 1794766; actives 5.8% (n = 78,000)
An asterisk follows results filed as active; · = not tested or not shown; & = joins results of further samples. The calls were made as follows: active = growth percent below 10; inactive = the rest.

SMILES	SK-MEL-28	SK-MEL-2	UACC-62	T-47D	HS 578T	BT-549	UACC-257	MALME-3M
O=C1C2=C(Nc3ccccc3N2)OC1c1c[nH]c2ccc(COc3ccccc3)cc12 (centres undefined)	86	96	79	79	64	69	103	76
C=CCNC(=S)/N=C/C(C(=O)Nc1ccccc1)=C(/C)O	112	96	97	97	92	103	87	·
OCC(O)c1ccccc1 (centres undefined)	109	103	·	·	90	·	105	94
O=C(O)/C=C\C(=O)Nc1ccc(Cc2ccc(NC(=O)/C=C\C(=O)O)cc2)cc1	109	98	91	86	106	116	106	100
CCSc1nc2c([nH]1)c(=O)n(C)c(=O)n2C	113	108	109	90	102	90	124	·
CC(=O)NC1COC(CO)C(OC2OC(CO)CC(O)C2NC(C)=O)C1O (centres undefined)	104	113	94	108	101	121	108	98
Cc1cc(C(O)CN(C)C)cc2c1ccc1cc(C(C)C)ccc12 (centres undefined)	-100*	·	-81*	-33*	-0.7*	·	-74*	-77*
COc1cccc(-c2nc3sccn3c2-c2ccnc(NCCCNS(=O)(=O)c3ccc(C(F)(F)F)cc3)c2)c1	72	66	43	24	63	55	62	86
COc1cc2nc(SCc3nnc(NC(=O)c4ccccc4)s3)n(-c3ccc(Cl)cc3)c(=O)c2cc1OC	106	100	94	99	103	96	94	79
Cc1c(C(=O)NO)sc2ncnc(Nc3ccccc3)c12	101	109	93	91	105	112	107	101
Cc1ccccc1-n1c(C)nc2ccc(N3CCNC3=O)cc2c1=O	110	113	97	103	101	101	111	104
COc1ccc(/C=C2/C(=O)Nc3cc(Cl)c(CCCl)cc32)cc1	109	·	61	69	92	100	94	103
CC1CC(=O)N2CCc3cncn3C12C (centres undefined)	107	103	99	102	103	109	102	104
c1ccc(-c2cc(-c3ccccc3)on2)cc1	116	102	81	64	114	100	108	96
O=S(=O)(O)c1ccc(O)c(O)c1	114	99	88	101	110	113	101	111
Cc1ccc(S(=O)(=O)NCC(C)C)cc1	101	102	·	·	91	·	99	101
CCOC(=O)CNC(=O)Nc1ccc(Oc2ccc(NC(=O)NCC(=O)OCC)cc2)cc1	91	115	92	106	101	111	96	102
CCOC(=O)C1CCC(=O)N1Cc1c[nH]c2ccccc12 (centres undefined)	109	·	103	100	103	89	·	98
OCCN1CCCN(CCCN2c3ccccc3Sc3ccc(C(F)(F)F)cc32)CC1	31	81	-46*	61	29	72	·	45
COc1ccc(NNS(=O)(=O)O)cc1	107	103	97	89	92	102	·	104
O=C(COC(=O)c1ccccc1)c1ccc(-c2ccccc2)cc1	99	·	102	96	102	109	142	96
Nc1nc(-c2ccccc2)c(N=Nc2ccc([N+](=O)[O-])cc2Cl)s1	89	43	58	41	85	83	62	108
CC(/C=N/N=C1\C(=O)Nc2ccccc21)=C\c1ccccc1	118	96	92	75	105	103	100	83
CCn1c2c(c(=N)c3c1CCC3)CCCC2	111	99	90	76	95	96	109	94
COc1cc(C2c3cccn3-c3ccccc3N2C(C)=O)cc(OC)c1OC (centres undefined)	109	108	92	107	·	91	123	97
Nc1nc(N)c2c(n1)NC(c1ccccc1)CC(c1cccc(Nc3ccncc3)c1)=N2 (centres undefined)	105	109	91	90	80	125	81	111
C=C(C)c1ccc(/C=N/NC(N)=S)cc1	109	·	89	67	66	99	257	116
CC(=O)c1ccccc1	101	112	99	101	102	100	109	101
CC(C)=NOC(=O)Nc1ccc(Cl)cc1	104	79	38	89	102	89	108	108
COc1ccc(/C=C(\NC(=O)c2ccccc2)C(=O)NN(C)c2ccnc3cc(Cl)ccc23)cc1OC	103	100	95	86	93	98	81	·
CN(C)C(=S)Nc1ccccc1	117	101	96	161	112	87	97	99
CCCCCCCCCCCCCCCCSc1ccc(S(=O)(=O)N(C)C)cc1C(=O)O	108	112	87	·	121	109	106	114
O=[N+]([O-])c1cc(S(=O)(=O)Nc2ccccc2)ccc1Nc1ccccc1	105&124	90&94	63&69	78&86	100&105	87&90	101&94	79
O=C1N(Cc2ccccc2)CC2(Br)COCOC12O (centres undefined)	107	88	104	92	103	122	106	·
c1ccc2c(c1)ccn2CCCN1CCCCC1 (tested in a mixture with another compound)	112	113	99	103	107	114	98	126
COc1cc(/C=N/NC(=S)Nc2ccc(C(F)(F)F)cc2)ccc1F	104	92	95	85	97	87	84	94
O=C(CCN1CCCCC1)C(c1ccccc1)c1ccccc1	118	101	95	88	100	104	·	100
FC(F)(F)c1ccc(-c2nc(-c3nc4ccc(Cl)cc4[nH]3)c3ccccn23)cc1	88	92	95	69	78	101	92	82
CC(C)c1cc(C(C)C)c(S(=O)(=O)n2cc(C=O)c3ccccc32)c(C(C)C)c1	96	100	80	82	93	100	102	104
COc1ccc(C(=O)Nc2cc(C)nc3ccccc23)cc1	102	81	96	78	86	105	93	111
CCN1C(=O)N(CC)C2Nn3c(s/c(=C\c4cccc(F)c4)c3=O)=NC21 (centres undefined)	76	85	68	·	76	80	·	72
CN1CCN(CCCOc2cccc3nc(Nc4ccc(F)c(F)c4)ccc23)CC1	-82*	-50*	-75*	19	17	53	-77*	-65*
COc1cc(C2Cc3ncccc3-c3nc(N)c4cccnc4c32)cc(OC)c1OC (centres undefined)	95	91	81	84	92	85	106	107
Cn1c2c(c3ccc(Cl)c(Cl)c31)C(C#N)C(C)(C)NC2=O (centres undefined)	105	45	67	74	34	88	77	90
COc1cccc(/C=C\C(=O)c2ccccc2)c1	103	105	71	57	86	97	·	83
Nc1nc(N)c(-c2ccc(Cl)cc2)c(CBr)n1	105	101	99	100	·	102	101	96
COc1cc2nc(Cl)nc(Nc3cccc(C4=NN(C=O)C(c5cc(OC)c(OC)c(OC)c5)C4)c3)c2cc1OC (centres undefined)	96	101	77	74	90	75	105	95
CC(C)CCn1cnc2c(=O)[nH]c(N)nc21	105	103	98	·	95	89	90	108

3 entries already listed, arranged by length of the SMILES, low to high:
SMILES	SK-MEL-28	SK-MEL-2	UACC-62	T-47D	HS 578T	BT-549	UACC-257	MALME-3M
c1ccc2c(c1)ccn2CCCN1CCCCC1 (tested in a mixture with another compound)	112	113	99	103	107	114	98	126
COc1cc(C2c3cccn3-c3ccccc3N2C(C)=O)cc(OC)c1OC (centres undefined)	109	108	92	107	·	91	123	97
COc1cc2nc(Cl)nc(Nc3cccc(C4=NN(C=O)C(c5cc(OC)c(OC)c(OC)c5)C4)c3)c2cc1OC (centres undefined)	96	101	77	74	90	75	105	95

Following part
SMILES	SK-MEL-28	SK-MEL-2	UACC-62	T-47D	HS 578T	BT-549	UACC-257	MALME-3M
N#CC1=C(Nc2ccccc2Cl)SC(c2c(Cl)cccc2Cl)NC1=O (centres undefined)	14	108	44	·	71	102	82	67
Cc1cc(Nc2ncnc3ccc(NC4=NC(C)(C)CO4)cc23)ccc1Oc1ccn2ncnc2c1	13	·	14	32	·	42	4.0*	-8.8*
Clc1nc(Cl)c2ncn(C/C=C/Cn3cnc4c(Cl)nc(Cl)nc43)c2n1	99	96	79	38	46	-33*	·	111
CC1=C(C(=O)OCC2CCN(C(=O)OC(C)(C)C)CC2)[C@@H](c2cccc(C#N)c2)C2=C(CC(C)(C)CC2=O)N1	61	70	43	56	65	50	61	49
NC(=O)C1CC2C=CC1C2 (centres undefined)	101&104	112&99	94&102	100&101	94&110	112&93	-24*	124&69
NC(=N/N=C(/c1ccccc1)c1ccc(N)cc1)/C(N)=N\N=C(/c1ccccc1)c1ccc(N)cc1	112	116	90	90	98	93	98	98
COc1ccc(Oc2nc3n(c(=O)c2C#N)-c2ccccc2Sc2ccccc2-3)cc1	105	96	80	72	102	93	104	·
CN1CCN(c2ccc(NC3=C(Cl)C(=O)c4ncccc4C3=O)cc2C(F)(F)F)CC1	77	89	87	-20*	93	90	-57*	-92*
O=C(NCc1ccc(Cl)cc1Cl)c1ccccn1	106	103	92	103	88	105	99	111
CS(=O)(=O)c1ccc(-c2nc3ccccn3c2/C=N/NC(=S)Nc2ccccc2)cc1	97	106	82	81	102	103	105	107
CCOC(=O)C1CCCNC1 (centres undefined)	105	108	94	95	142	111	·	123
O=C1CCC(N2C(=O)c3ccccc3C2=O)C(=O)N1 (centres undefined)	124	130&103	111&99	113&92	105&110	112&107	111&108	108&91

Grouped by structure: the compounds so far with fluorine
SMILES	SK-MEL-28	SK-MEL-2	UACC-62	T-47D	HS 578T	BT-549	UACC-257	MALME-3M
COc1cccc(-c2nc3sccn3c2-c2ccnc(NCCCNS(=O)(=O)c3ccc(C(F)(F)F)cc3)c2)c1	72	66	43	24	63	55	62	86
OCCN1CCCN(CCCN2c3ccccc3Sc3ccc(C(F)(F)F)cc32)CC1	31	81	-46*	61	29	72	·	45
COc1cc(/C=N/NC(=S)Nc2ccc(C(F)(F)F)cc2)ccc1F	104	92	95	85	97	87	84	94
FC(F)(F)c1ccc(-c2nc(-c3nc4ccc(Cl)cc4[nH]3)c3ccccn23)cc1	88	92	95	69	78	101	92	82
CCN1C(=O)N(CC)C2Nn3c(s/c(=C\c4cccc(F)c4)c3=O)=NC21 (centres undefined)	76	85	68	·	76	80	·	72
CN1CCN(CCCOc2cccc3nc(Nc4ccc(F)c(F)c4)ccc23)CC1	-82*	-50*	-75*	19	17	53	-77*	-65*
CN1CCN(c2ccc(NC3=C(Cl)C(=O)c4ncccc4C3=O)cc2C(F)(F)F)CC1	77	89	87	-20*	93	90	-57*	-92*

Part of the list above, showing only UACC-62 and SK-MEL-2:
SMILES	UACC-62	SK-MEL-2
CCSc1nc2c([nH]1)c(=O)n(C)c(=O)n2C	109	108
CC(=O)NC1COC(CO)C(OC2OC(CO)CC(O)C2NC(C)=O)C1O (centres undefined)	94	113
Cc1cc(C(O)CN(C)C)cc2c1ccc1cc(C(C)C)ccc12 (centres undefined)	-81*	·

Other compounds follow.
SMILES	SK-MEL-28	SK-MEL-2	UACC-62	T-47D	HS 578T	BT-549	UACC-257	MALME-3M
CC(=O)c1ccc(N=C(C#N)C2=C(O)c3ccccc3C2=O)cc1	113	·	109	93	107	98	94	114
O=C1c2cccc3c(N4CCCCC4)ccc(c23)C(=O)N1c1nc2ccccc2s1	91	·	74	78	·	96	109	76
C/C(=N\NC(=O)c1nc(N)n(-c2ccc(S(N)(=O)=O)cc2)n1)c1ccc(N2CCOCC2)cc1	101	112	97	97	92	106	101	94
O=C1c2cccc3cccc(c23)C(=O)N1c1c(Cl)cc(Cl)cc1Cl	110	121	103	99	110	98	106	100
CCOC(=O)Nc1ccc(-n2cnc3cc(-c4ccc(O)cc4)ccc32)cc1	100	97	101	69	103	95	111	97
CCN1C(=S)N(CC)C2C1N=C(SC)N2/N=C/C=C/c1ccccc1OC (centres undefined)	88	100	67	83	97	94	92	85
Clc1cccc(Cl)c1NC1=NCCN1	114	104	103	106	105	103	127	104
Cc1nn(-c2ccccc2)c(Sc2nnc(Nc3c(C)n(C)n(-c4ccccc4)c3=O)s2)c1C=O	102	127	95	101	114	137	104	101
Oc1ccc2ccccc2c1N=Nc1ncn[nH]1	99	104	96	82	122	91	109	113
O=S(=O)(c1ncsc1-c1ccccc1)N1CCN(c2ccccc2)CC1	107	107	92	99	117	98	103	100
COC(=O)C1=C(C(=O)c2ccccc2)C(c2ccc(OC)c(OC)c2)C(C#N)=C(N)O1 (centres undefined)	113	104	104	104	93	116	93	117
CCCCCCCCCCCC[n+]1ccc(C(N)=O)cc1	58	31	29	39	31	·	30	·
Nc1ccc2c(O)c(N=Nc3ccccc3)c(S(=O)(=O)O)cc2c1	114	97	96	91	96	102	102	98
CC1=NN(c2ccc(Cl)cc2)C(=O)C1	101	106	90	96	97	100	104	88
COc1cccc2nc(Nc3cccc(NC(=O)c4cc(N5CCOCC5)cc(C(F)(F)F)c4)c3)ccc12	·	79	71	42	67	79	57	91
COc1ccc(C2NC(=S)Nc3c2c(=O)n(-c2ccccc2)c2ccccc32)cc1 (centres undefined)	106	·	92	87	106	·	111	127

Screening results deposited in PubChem by NCI.

The order is random; about 10% have a hit in one of these screens.
